# Compound activity from PubChem.
# Growth percent in the NCI-60 one-dose screen (48 h, 10 µM unless noted): 100 = growth as untreated, 0 = no growth, -100 = all killed.
# SF-539: SF-539 CNS cancer. actives 6.8% (n = 81,000). AID 1794752
# SF-268: SF-268 CNS cancer cells. AID 1794759. actives 3.1% (n = 82,000)
# SNB-19: SNB-19 CNS cancer cells; actives 2.5% (n = 81,000); AID 1794751
# SW-620: SW-620 colon cancer | actives 5.2% (n = 82,000)
# KM12: KM12 colon cancer cells; actives 5% (n = 82,000)
# HT29: HT29 colon cancer; actives 7.4% (n = 81,000); AID 1794748
# HCC-2998: HCC-2998 colon cancer. actives 4.7% (n = 79,000). AID 1794799
# SF-295: SF-295 CNS cancer cells; AID 1794758; actives 5.6% (n = 79,000)
# SNB-75: SNB-75 CNS cancer; actives 5% (n = 79,000); AID 1794750
# * = called active by the depositor; / = no result given; & = joins results of further samples. Rule for the calls: active = growth percent below 10; inactive = the rest.
# A first look (16 entries):
SMILES,SF-539,SF-268,SNB-19,SW-620,KM12,HT29,HCC-2998,SF-295,SNB-75
CCOC(=O)c1cc(Cl)cc(C(=O)OCC)n1,98,110,99,107,110,108,101,98,87
O=C(O)/C(=C/c1ccc([N+](=O)[O-])cc1)c1ccccc1,101,119,96,100,115,105,101,90,105
CC(=O)C1=C(C)NC(NNc2ccccc2)=NC1c1ccccc1 (configuration not stated),99,75,105,100,98,110,111,99,44
CC1=CC(C)(C)NC(=S)N1c1cccc(Cl)c1,112&111,105&103,99&106,107&103,105&102,99&105,103&104,100&107,97&151
COc1ccc(CC[n+]2cccc(C#N)c2)cc1OC,107,106,112,107,105,113,112,111,89
CC1(C)C(C=C(Cl)Cl)C1c1nc(C#N)c(NCCN2CCOCC2)o1 (configuration not stated),96,92,103,100,95,95,105,95,73
O=C1c2ccccc2-c2ccccc2NC1O (configuration not stated),115,115,104,107,114,111,118,133,93
CC(C)c1nc(SCC(=O)NCCc2ccc(S(N)(=O)=O)cc2)[nH]c(=O)c1C#N,96,96,97,106,103,110,99,93,111
COc1cc(NC(C)CCCN2C(=O)c3ccccc3C2=O)c2nc(C)ccc2c1OC (configuration not stated),99,104,100,97,107,98,95,93,83
COc1ccc(C(=O)c2cc(OC)c(OC)c(OC)c2)cc1/C=C/C(=O)c1cc(OC)c(OC)c(OC)c1,94,89,93,93,87,83,100,/,65
CCn1c(=O)sc2cc(Cl)ccc21,103,114,108,107,113,99,106,87,85
CNc1nc2c(s1)C(c1ccc(OC)cc1)CC(=O)N2 (configuration not stated),94,92,96,102,97,105,106,110,80
N#C/C(=C\c1ccc(N2CCOCC2)cc1)C(=O)Nc1sc2c(c1C#N)CCCC2,68,71,93,98,83,93,101,102,51
Cc1ccc(C(CC(=O)O)c2c(C)n(-c3ccccc3)[nH]c2=O)cc1 (configuration not stated),99,96,92,103,101,110,98,94,82
Cc1cc2cccnc2c2ncccc12,13,16,34,32,28,20,30,29,2.7*
Cc1nn(-c2ccccc2)c2c1C1C(=C(c3cccs3)N2)C(=O)N(Cc2ccccc2)c2ccccc21 (configuration not stated),112,108,88,102,95,94,120,94,90

# Main list, from the first entry:
SMILES,SF-539,SF-268,SNB-19,SW-620,KM12,HT29,HCC-2998,SF-295,SNB-75
CCOC(=O)c1cc(Cl)cc(C(=O)OCC)n1,98,110,99,107,110,108,101,98,87
O=C(O)/C(=C/c1ccc([N+](=O)[O-])cc1)c1ccccc1,101,119,96,100,115,105,101,90,105
CC(=O)C1=C(C)NC(NNc2ccccc2)=NC1c1ccccc1 (configuration not stated),99,75,105,100,98,110,111,99,44
CC1=CC(C)(C)NC(=S)N1c1cccc(Cl)c1,112&111,105&103,99&106,107&103,105&102,99&105,103&104,100&107,97&151
COc1ccc(CC[n+]2cccc(C#N)c2)cc1OC,107,106,112,107,105,113,112,111,89
CC1(C)C(C=C(Cl)Cl)C1c1nc(C#N)c(NCCN2CCOCC2)o1 (configuration not stated),96,92,103,100,95,95,105,95,73
O=C1c2ccccc2-c2ccccc2NC1O (configuration not stated),115,115,104,107,114,111,118,133,93
CC(C)c1nc(SCC(=O)NCCc2ccc(S(N)(=O)=O)cc2)[nH]c(=O)c1C#N,96,96,97,106,103,110,99,93,111
COc1cc(NC(C)CCCN2C(=O)c3ccccc3C2=O)c2nc(C)ccc2c1OC (configuration not stated),99,104,100,97,107,98,95,93,83
COc1ccc(C(=O)c2cc(OC)c(OC)c(OC)c2)cc1/C=C/C(=O)c1cc(OC)c(OC)c(OC)c1,94,89,93,93,87,83,100,/,65
CCn1c(=O)sc2cc(Cl)ccc21,103,114,108,107,113,99,106,87,85
CNc1nc2c(s1)C(c1ccc(OC)cc1)CC(=O)N2 (configuration not stated),94,92,96,102,97,105,106,110,80

# Part of the list above, limited to HT29, SNB-19 and HCC-2998.
Molecule | HT29 | SNB-19 | HCC-2998
CNc1nc2c(s1)C(c1ccc(OC)cc1)CC(=O)N2 (configuration not stated) | 105 | 96 | 106
CC1=CC(C)(C)NC(=S)N1c1cccc(Cl)c1 | 99&105 | 99&106 | 103&104

# Going on with the list:
SMILES,SF-539,SF-268,SNB-19,SW-620,KM12,HT29,HCC-2998,SF-295,SNB-75
N#C/C(=C\c1ccc(N2CCOCC2)cc1)C(=O)Nc1sc2c(c1C#N)CCCC2,68,71,93,98,83,93,101,102,51
Cc1ccc(C(CC(=O)O)c2c(C)n(-c3ccccc3)[nH]c2=O)cc1 (configuration not stated),99,96,92,103,101,110,98,94,82
Cc1cc2cccnc2c2ncccc12,13,16,34,32,28,20,30,29,2.7*
Cc1nn(-c2ccccc2)c2c1C1C(=C(c3cccs3)N2)C(=O)N(Cc2ccccc2)c2ccccc21 (configuration not stated),112,108,88,102,95,94,120,94,90
Fc1ccccc1C1c2ccccc2-c2nccn21 (configuration not stated),99,109,100,107,94,100,103,89,98
CC(C)c1nc(CN(C)C(=O)N[C@H](C(=O)N[C@@H](Cc2ccccc2)C[C@H](O)[C@H](Cc2ccccc2)NC(=O)OCc2cncs2)C(C)C)cs1,95,82,84,98,90,83,99,86,81
N#Cc1ncoc1N1CCN(c2cccc(Cl)c2)CC1,113,94,107,101,100,80,98,86,72
CN(C)C(=S)SCc1ccc(Cl)c(Cl)c1,99,85,103,96,99,93,95,95,79
O=C(Nc1cccc(-n2cc(-c3ccncc3)c(-c3ccc(Cl)c(O)c3)n2)c1)c1ccc(Cl)c(C(F)(F)F)c1,95,98,119,112,88,105,123,/,/
COc1ncnc2c(CN3CCN(c4ccccc4)CC3)c[nH]c12,112,95,105,106,106,95,108,97,93
O=C1CCCc2cc(OCCCC(=O)N3CCCCC3)ccc2N1,99,112,98,104,104,122,118,96,100
COc1cccc(-c2cc(-c3ccc(NC(=O)c4ccccc4)cc3)[nH]c(=O)c2C#N)c1,86,104,94,89,99,111,104,99,69
Cc1cccc2c1S/C(=C/c1ccc([N+](=O)[O-])cc1)C2=O,101,103,98,30,107,93,122,90,82
COc1ccc2occ(/C=C3\SC(=S)N(CCC(=O)O)C3=O)c(=O)c2c1,97,97,102,102,105,108,109,108,96
CCOc1cccc(C/C(C)=C(/c2ccc(OCCN(C)C)cc2)c2ccc(OC(C)=O)cc2)c1,88,93,104,100,112,90,102,103,83
CC(=O)N1N=C2N(Cc3ccccc3)C(=O)c3c(sc4c3CCCC4)N2C1c1cn(-c2ccccc2)nc1-c1ccc(Cl)cc1 (configuration not stated),93,100,94,103,98,107,112,109,99
CCCCc1ccccc1C(=O)CCN1CC2CCC(CC2)C1,106,102,114,114,105,104,112,112,116
Cc1cc2nc3c(=O)[nH]c(=O)nc-3n(CC=O)c2cc1C,94,100,100,100,107,102,111,92,89
O=C(NC(=S)Nc1cccc(Cn2c(=O)[nH]c3ccc(Oc4ncccn4)cc3c2=O)c1)c1ccccc1,77,77,82,84,68,82,89,61,62
COc1cc(CN2CCC(N3CCCC3=O)c3cc(C)ccc32)cc(OC)c1OC (configuration not stated),109,118,101,99,93,91,103,113,91
c1ccc(CNc2nc(-c3ccccc3)[nH]c2-c2ccccc2)cc1,99,105,104,109,106,120,116,102,101
O=[N+]([O-])c1ccc(OCc2ccccc2)cc1,110,98,104,101,101,101,104,127,120
CC1=C(C)C(=O)OC1=O,103,103,106,105,102,97,106,99,101
O=C(Cn1nnc2ccccc21)N/N=C/c1cc2ccccc2s1,97,88,82,47,45,31,90,71,69
NS(=O)(=O)c1ccc(NC(=O)Nc2nnc(-c3ccc(F)cc3)s2)cc1,99,104,115,102,99,110,104,97,/
N#CSCC(=O)c1ccc2ccccc2c1,121,112,110,119,112,126,110,106,85
Clc1ccc(CSc2nnc(-c3ccc(Cl)cc3)n2-c2ccccc2)cc1,65,70,62,92,93,84,96,78,-0.6*
O=C1CSC(c2ccc(Br)cc2)N1n1cnnc1 (configuration not stated),106,101,90,88,100,103,103,101,88
CCOC(=O)C(Cc1ccc(O)cc1)NC(=O)c1cc2c(cn1)[nH]c1ccccc12 (configuration not stated),96,102,103,113,104,101,103,101,110
CC/C(=C(/c1ccc(Cl)cc1)c1ccc(OCCN(CC)CC)cc1)c1ccc(OC)cc1,62,79,69,40,35,-3.6*,55,37,97
COc1cc(-c2nc3ccccc3[nH]2)ccc1OCC(=O)NNC(=O)NCc1ccccc1,98,98,95,107,97,103,104,103,87
CCOc1ccc(C(C)=O)cc1NC(=O)c1cccc(-c2nnn(CC)n2)c1,-17*,59,37,31,24,7.7*,/,7.5*,7.0*
C=CCOC(=O)COc1ccc(OC)cc1,99,99,100,95,88,107,102,98,80
N[C@@H]1CONC1=O,111,122,113,124,/,112,107,105,96
Cc1[nH]c(C(=O)Nc2ccc(C(N)=O)cc2N2CCOCC2)c(Cl)c1Cl,89,98,92,101,99,115,109,104,71
CN(C)c1nc(NCCNS(=O)(=O)c2ccc(C3=Nc4c(N)nc(N)nc4NC(c4ccc(C(F)(F)F)cc4)C3)cc2)nc(Nc2ccc(F)cc2)n1 (configuration not stated),-65*,28,23,12,-4.8*,-70*,-32*,21,32
CC1(C)CC(=O)C2=C(C1)N(CCc1ccc(S(N)(=O)=O)cc1)C1=C(C(=O)CC(C)(C)C1)C2c1ccccc1[N+](=O)[O-],98,96,103,95,105,107,110,106,104
CCC(CC)=NOC(=O)Nc1ccccc1,100,99,106,113,104,97,99,99,92
CC[C@]1(O)CC2CN(CCc3c([nH]c4ccccc34)C(C(=O)OC)(c3cc4c(cc3OC)N(C=O)[C@H]3[C@@](O)(C(=O)OC)[C@H](OC(C)=O)[C@]5(CC)[C@@H]6C[C@@H]6CN6CC[C@]43[C@@H]65)C2)C1 (some centres not stated),0.4*,15,38,23,-17*,-21*,12,-4.6*,11
CC(C)(C)OC(=O)NS(=O)(=O)N(c1cccc(F)c1)C1CCN(C(=O)OC(C)(C)C)CC1,104,95,105,110,103,102,105,106,102
NC(=O)C1(Nc2ccccc2)CCCC1,111,113,111,106,118,107,99,119,86
Fc1ccc(C2=NN(c3cc(Cl)cc(Cl)c3)C(c3sc(Cl)nc3Cl)C2)cc1 (configuration not stated),92,98,96,101,104,102,103,97,90
CCSc1nc(N)c2c(-c3ccc(Cl)cc3)c3c(nc2n1)C(C)CCC3 (configuration not stated),96,167,95,93,99,81,110,102,67
Cc1cc(C)c(N=Nc2cc(C)c(N)cc2C)c(S(=O)(=O)O)c1,92,87,97,101,97,101,108,97,67
NC(N)=NC(N)=NCc1ccco1,96,105,111,107,110,105,107,95,103
CCN(CC)CC(O)CNCc1ccccc1 (configuration not stated),103,100,115,111,102,95,102,102,98
Fc1ccc(Cc2ccc(F)cc2)cc1,102,101,102,99,108,111,114,113,/
COc1cc2c(c(OC)c1OC)=NC(=O)/C(=C\c1sc(Nc3ccc(S(N)(=O)=O)cc3)nc1O)C=2,98,107,95,107,109,109,106,106,115
CCCSc1nc(Nc2ccc(S(N)(=O)=O)cc2)c(C#N)c(-c2cc(OC)c(OC)c(OC)c2)n1,37,45,44,30,13,17,44,14,/
O=C1Nc2ccc(C(=O)O)cc2/C1=N/c1nnc(Sc2ccccc2)s1,97,96,102,103,100,115,112,102,94
C=CCNc1nnc(CN2CCN(c3cc4c(cc3F)c(=O)c(C(=O)O)cn4C3CC3)CC2)o1,101,97,107,107,104,99,106,113,65
CCOc1c(C#N)c(Nc2ccc(S(N)(=O)=O)cc2)c(C#N)c(=O)n1C(C)=O,96,100,100,106,102,105,107,101,96
CCCCCCCCn1cc[n+](C)c1 (tested in a mixture with another compound),65,92,82,86,76,68,70,81,85
CCCC(O)C(CC)CO (configuration not stated),104,112,116,101,108,115,109,/,101
CC(C)c1ccc(/C=C/C(=O)Nc2ncc(Cc3ccccc3Cl)s2)cc1,85,74,89,53,20,69,45,11,66
CC1Cc2cccc3ccc(=O)n(c23)C1 (configuration not stated),107,97,109,102,108,113,111,105,80
O=C1/C(=C/c2cc(F)cc(F)c2)Cc2cc3c(cc21)OCO3,33,65,50,28,35,22,65,36,6.6*
O=S(=O)(O)c1ccc2c(O)cc(S(=O)(=O)O)cc2c1,110,107,109,108,107,/,102,116,/
O=C1c2cccc3c(NC4CCCCC4)ccc(c23)C(=O)N1c1cccc(-c2nn(-c3ccccc3)cc2-c2nc3ccccc3s2)c1,101,112,107,102,100,116,125,102,110
Cc1nc2sc(C(=O)Nc3cccc4c3OCCO4)c(N)c2cc1C(C)O (configuration not stated),4.1*,50,34,22,21,3.7*,66,11,/

# More compounds
SMILES,SF-539,SF-268,SNB-19,SW-620,KM12,HT29,HCC-2998,SF-295,SNB-75
COC(=O)c1ccc(N=C=O)cc1,101,102,109,111,97,100,108,100,94
C=CCCSC(C)=O,97,115,100,111,108,/,108,105,95
CCN1CCN(C(C(=O)NCCc2c[nH]c3ccccc23)c2c[nH]c3ccccc23)C(=O)c2ccccc2C1=O (configuration not stated),108,95,98,103,101,101,104,90,81
CC1=C(NCCCN2CCCC2)C(=O)c2c(OCc3ccccc3)cccc2C1=O,/,92,104,88,98,61,101,85,87
O=C1c2ccccc2C(=O)N1CCO,93&102,109&101,105&101,107&105,108&101,98&102,103,103&100,86&98
CC(C)(C)c1c(C#N)nnc2cc(-c3ccccc3)nn12,95,/,/,100,92,95,113,80,89
Nc1ncc(Br)cn1,108,114,97,105,120,105,106,112,95
COc1ccc(C2C=C(C)N=C3SC(C)=NN32)cc1OC (configuration not stated),96,105,95,100,112,110,110,113,85
COc1ccc(/C=C/C(=O)Nc2ccccc2C(=O)N2CCCC2)cc1OC,103,104,100,100,108,71,102,102,98
NC(N)=Nc1ccc2ccccc2c1,97,105,98,96,101,93,106,109,87
O=C(NNCc1ccccc1)c1ccccn1,98,105,105,101,104,109,99,108,94
O=C(O)CCCCSCCCCC(=O)O,103,107,108,111,110,90,106,100,96
CCOC(=O)c1ccc(NS(C)(=O)=O)cc1,91,107,103,100,102,102,96,/,111
CCOC(=O)c1[nH]cnc1/N=N/N(C)CCO,111,107,92,104,95,106,102,107,100
CCn1cc(C(=O)O)c(=O)c2cc(F)c(N3CCN(C=O)C(C)C3)c(F)c21 (configuration not stated),103,97,101,97,102,114,107,103,94

# Rows are unselected; about 11% have a hit in one of these screens.
